All columns: NCI-60 one-dose screen, growth in % after 48 h at 10 µM unless noted; 100 = growth as untreated, 0 = no growth, -100 = all killed.
HOP-92 – HOP-92 NSCLC cells | 71,000 compounds, 6.3% hits | AID 1794738
MOLT-4 – MOLT-4 leukemia cells | 80,000 compounds, 6.9% hits | AID 1794779
EKVX – EKVX NSCLC; 71,000 compounds, 3% hits
K-562 – K-562 leukemia | 78,000 compounds, 7.4% hits | AID 1794777
CCRF-CEM – CCRF-CEM leukemia; 77,000 compounds, 7% hits; AID 1794778
SR – SR leukemia cells; 73,000 compounds, 8.7% hits
HOP-62 – HOP-62 NSCLC; 80,000 compounds, 3.9% hits
RPMI-8226 – RPMI-8226 leukemia cells. 77,000 compounds, 7.5% hits. AID 1794781
The depositor's hits bear a star; nt = not tested or not shown; & = joins results of further samples. The calls were made as follows: active = growth percent below 10; inactive = the rest.

# | molecule | HOP-92 | MOLT-4 | EKVX | K-562 | CCRF-CEM | SR | HOP-62 | RPMI-8226
1 | C=C1c2nc3ccccc3n2C=C(c2ccc(OC)cc2)N1Cc1cccc(OC)c1 | 58.3 | 57.4 | 73.4 | 47.5 | 80.2 | 52.1 | 130.1 | 48.4
2 | CCOC(=O)CC(C)Cc1ccc2c(c1)OCO2 (stereo unspecified) | 89.5 | 103.8 | 101.6 | 102.0 | 96.9 | 107.0 | 95.1 | 99.8
3 | NS(=O)(=O)c1ccc(N2N=C(c3ccc(Cl)cc3)CCC2=O)cc1 | 91.9 | 106.2 | 92.3 | 89.5 | 89.7 | 83.8 | 83.5 | 38.7
4 | CCCCCCCCC1OC1CCCCCCCCO (stereo unspecified) | 76.7 | 104.5 | nt | 98.1 | nt | 93.9 | 114.0 | 98.3
5 | COc1ccc(C2=NN(C=O)C(c3ccc(OCCN(C)C)c(OC)c3)C2)cc1 (stereo unspecified) | 64.9 | 83.6 | 94.5 | 91.2 | 94.9 | 104.7 | 82.5 | 94.0
6 | N#Cc1c(-c2ccccc2)nc(N2CCCCC2)[nH]c1=O | 104.7 | 82.1 | nt | 85.4 | 100.9 | 96.6 | 87.3 | 100.6
7 | CC(C)C(C)(C)c1ccc(O)cc1 | nt | 106.0 | 106.8 | 50.4 | 104.9 | 97.8 | 103.5 | 105.1
8 | CC(C)CCNC(=O)CCn1ccc(N2CCCCC2)cc1=O | 87.5 | 103.5 | nt | 105.2 | 102.5 | 121.8 | 100.5 | 104.6
9 | CCn1cc(C2NC(=O)c3ccccc3N2)c2cccc(C)c21 (stereo unspecified) | 80.5 | 10.9 | 29.4 | 3.5* | -3.4* | -18.2* | 31.6 | 6.8*
10 | CCCCC/C(C)=N\NC(N)=O | 96.4 | 106.3 | 93.3 | 103.7 | 104.7 | nt | 108.1 | 106.0
11 | COc1cc2c(cc1OC)C1=NNC(=O)C1=NC(C)(C)C2 | 92.7 | 94.7 | nt | 94.9 | 89.3 | 99.6 | 108.4 | 88.3
12 | N#Cc1ncc(-c2ccc(C(F)(F)F)cc2)c(NC2CCCCCC2)n1 | -22.6* | 66.8 | nt | 13.6 | 24.8 | 52.6 | 43.9 | -5.5*
13 | COc1ccc(/C(=C\c2cc(OC)c(OC)c(OC)c2)C(=O)Nc2nc3ccc(C)cc3s2)cc1 | 73.5 | 57.2 | nt | 68.1 | nt | 63.1 | 97.8 | 43.8
14 | O=C(NCCCO)c1cc(Cl)ccc1O | nt | 33.2 | nt | 11.1 | nt | 26.1 | 36.3 | nt
15 | NS(=O)(=O)c1ccc(CCN2C(=O)/C(=C\c3ccc(Cl)cc3)C=C2c2ccccc2)cc1 | 90.6 | 56.4 | 92.7 | 65.2 | 72.8 | 61.0 | 87.9 | 66.9
16 | Cc1cc(C)cc(S(=O)(=O)n2ccc(-c3ccc4c(c3)CCC(C)(C)O4)n2)c1 | 78.1 | 91.4 | nt | 85.7 | 96.3 | 76.5 | 115.7 | 73.2
17 | Nc1ccc(-c2ccc(F)cc2F)nc1NC(=O)N1Cc2cn(CC3COC3)nc2C1 | 85.3 | 101.3 | 82.9 | 81.0 | 102.3 | 104.5 | 98.3 | 85.6
18 | O=C(OCc1ccc(Cl)cc1Cl)OCc1ccc(Cl)cc1Cl | 121.3 | 164.7 | 91.0 | 140.4 | 89.3 | 127.5 | 99.2 | 93.3
19 | CCOC(=O)NC1CC2c3ccccc3C1c1ccccc12 (stereo unspecified) | nt | 92.6 | nt | 84.9 | 81.5 | 83.5 | 94.9 | 91.2
20 | CCCCn1c(=O)c(/C=C/C(=O)/C=C/c2ccc3c(c2)OCO3)cc2ccccc21 | 82.9 | 66.4 | 101.3 | 57.8 | 67.8 | 29.8 | 94.9 | nt
21 | Nc1nc(NC2CC2)cc(-c2cccc(Cl)c2Cl)n1 | nt | 28.4 | 71.9 | 18.9 | 62.3 | 14.3 | 47.1 | 74.2
22 | COc1ccc(/C=N/NC(=O)c2cccnc2)c(OC)c1OC | 110.0 | 96.3 | 103.3 | 94.5 | 111.2 | 116.6 | 104.6 | 106.8
23 | Nc1nc(-c2cccc(Cl)c2)nn1C(=S)Nc1ccccc1 | 84.4 | 100.0 | 93.7 | 96.9 | 93.7 | 93.4 | 83.9 | 92.3
24 | CCC1OC(=O)[C@H](C)C(=O)[C@H](C)[C@@H](OC2O[C@H](C)C[C@H](N(C)C)[C@H]2O)[C@](C)(OC)C[C@@H](C)C(=O)[C@H](C)[C@H]2N(CCCCn3cnc(-c4cccnc4)c3)C(=O)O[C@@]12C (stereo partly specified) | 83.4 | 97.9 | 96.7 | 88.5 | 92.5 | 97.0 | 102.2 | 89.1
25 | OCC(O)C(O)C(O)C(O)C(O)c1nc2ccccc2[nH]1 (stereo unspecified) | 104.9&98.8 | 89.4&106.6 | 103.4&100.2 | 95.3&105.1 | 102.9 | 84.6 | 78.3&105.8 | 107.1&104.3

Single records (already shown). Screens in order: HOP-92, MOLT-4, EKVX, K-562, CCRF-CEM, SR, HOP-62, RPMI-8226
Nc1nc(-c2cccc(Cl)c2)nn1C(=S)Nc1ccccc1 reads 84.4, 100.0, 93.7, 96.9, 93.7, 93.4, 83.9, 92.3
CC(C)CCNC(=O)CCn1ccc(N2CCCCC2)cc1=O reads 87.5, 103.5, nt, 105.2, 102.5, 121.8, 100.5, 104.6

In another format: results already given.
Every second line gives: HOP-92, MOLT-4, EKVX, K-562, CCRF-CEM, SR, HOP-62, RPMI-8226
#12 N#Cc1ncc(-c2ccc(C(F)(F)F)cc2)c(NC2CCCCCC2)n1
  -22.6*, 66.8, nt, 13.6, 24.8, 52.6, 43.9, -5.5*
#13 COc1ccc(/C(=C\c2cc(OC)c(OC)c(OC)c2)C(=O)Nc2nc3ccc(C)cc3s2)cc1
  73.5, 57.2, nt, 68.1, nt, 63.1, 97.8, 43.8
#14 O=C(NCCCO)c1cc(Cl)ccc1O
  nt, 33.2, nt, 11.1, nt, 26.1, 36.3, nt
#15 NS(=O)(=O)c1ccc(CCN2C(=O)/C(=C\c3ccc(Cl)cc3)C=C2c2ccccc2)cc1
  90.6, 56.4, 92.7, 65.2, 72.8, 61.0, 87.9, 66.9
#16 Cc1cc(C)cc(S(=O)(=O)n2ccc(-c3ccc4c(c3)CCC(C)(C)O4)n2)c1
  78.1, 91.4, nt, 85.7, 96.3, 76.5, 115.7, 73.2
#17 Nc1ccc(-c2ccc(F)cc2F)nc1NC(=O)N1Cc2cn(CC3COC3)nc2C1
  85.3, 101.3, 82.9, 81.0, 102.3, 104.5, 98.3, 85.6
#18 O=C(OCc1ccc(Cl)cc1Cl)OCc1ccc(Cl)cc1Cl
  121.3, 164.7, 91.0, 140.4, 89.3, 127.5, 99.2, 93.3
#19 CCOC(=O)NC1CC2c3ccccc3C1c1ccccc12 (stereo unspecified)
  nt, 92.6, nt, 84.9, 81.5, 83.5, 94.9, 91.2
#20 CCCCn1c(=O)c(/C=C/C(=O)/C=C/c2ccc3c(c2)OCO3)cc2ccccc21
  82.9, 66.4, 101.3, 57.8, 67.8, 29.8, 94.9, nt
#21 Nc1nc(NC2CC2)cc(-c2cccc(Cl)c2Cl)n1
  nt, 28.4, 71.9, 18.9, 62.3, 14.3, 47.1, 74.2
#22 COc1ccc(/C=N/NC(=O)c2cccnc2)c(OC)c1OC
  110.0, 96.3, 103.3, 94.5, 111.2, 116.6, 104.6, 106.8

(listing goes on)
# | molecule | HOP-92 | MOLT-4 | EKVX | K-562 | CCRF-CEM | SR | HOP-62 | RPMI-8226
26 | CCCn1cnc2c(SCc3ccccc3)nc(N)nc21 | nt | 97.4 | 107.9 | 99.6 | 92.4 | 87.7 | 102.5 | nt
27 | C#CCOc1cccc(Nc2ncnc3c(NC(=O)CCl)cccc23)c1 | -62.1* | -12.7* | -19.8* | -21.7* | -57.5* | -39.4* | 95.7 | -40.2*
28 | COc1ccc2c(c1)C(Br)=C(CCO)C2c1ccccc1 (stereo unspecified) | 35.5 | 113.7 | 75.8 | 121.7 | 95.2 | 111.7 | 22.1 | 40.7
29 | O=[N+]([O-])c1ccc(N/N=C\c2ccccc2S(=O)(=O)O)nc1 | nt | 95.9 | 121.5 | 93.9 | 110.2 | 101.1 | 102.0 | 109.5
30 | CN(C)CCC(O)c1ccccc1 (stereo unspecified) | nt | 96.1 | 96.7 | 98.2 | 91.9 | 95.0 | 99.6 | 97.1
31 | C1=CC2CC1CC2C1CO1 (stereo unspecified) | 108.9 | 103.4 | nt | 109.9 | nt | 106.0 | 98.0 | 109.1
32 | COc1ccc(CCc2ccc3cc(OC)ccc3n2)cc1 | 96.4 | 94.8 | 94.6 | 83.2 | 93.0 | 83.6 | 119.3 | 78.7
33 | O=C(O)CCN1C(=O)/C(=C/c2cc3cc4c(cc3nc2Cl)OCO4)SC1=S | nt | 98.9 | 92.8 | 76.4 | 77.8 | 51.7 | 112.0 | 70.8
34 | Cc1ccc2c(c1)C1(Nc3cc(Cl)ccc3S1)C(=O)N2C (stereo unspecified) | 59.6 | 91.8 | 74.6 | 87.0 | 82.3 | 70.8 | 80.8 | 86.7
35 | Cc1ccc(C(=O)OCCc2ccccc2)cc1 | 113.3 | 94.2 | 99.4 | 95.0 | 103.2 | 92.7 | 118.2 | 102.7
36 | C[C@@H](C[C@H](CCOC(=O)N1CCOCC1)c1ccccc1)c1cc2ccccc2o1 | 87.8 | 88.4 | 91.3 | 81.6 | 89.0 | 96.5 | 98.2 | 82.0
37 | C#CCSc1nnnn1-c1ccc(Br)c(C)c1 | 69.9 | 88.4 | 35.7 | 86.3 | 87.5 | 74.4 | 101.6 | 62.1
38 | COc1cccc(C2=NN(C(C)=O)C(c3cc(OC)c(OC)c(OC)c3)C2)c1 (stereo unspecified) | -0.6* | 9.8* | 47.4 | 9.7* | -7.8* | -6.2* | 31.5 | 4.2*
39 | Nc1nc(Nc2ccccc2)c(C=Nc2ccccc2)c(=O)[nH]1 | 66.8 | 81.2 | 89.1 | 90.4 | 92.1 | nt | 73.7 | 94.8
40 | COC(=O)c1[nH]nc2c1C1(C(=O)N(C)c3ccccc31)C(C#N)=C(N)O2 (stereo unspecified) | nt | 112.4 | 99.3 | 112.7 | 109.1 | 112.8 | 118.2 | 103.9

High-throughput results deposited in PubChem by NCI.
